MazEF act – MazEF (E. coli) toxin RNase activation. P0AE70. FAM/BHQ RNA-DNA oligo cleavage fluorescence, 5 h. activation, % at 20 µM. actives 0.32% (n = 350,000). AID 504720; in the data active means activation above about 50%
Target sequence (P0AE70 whole entry, looked up): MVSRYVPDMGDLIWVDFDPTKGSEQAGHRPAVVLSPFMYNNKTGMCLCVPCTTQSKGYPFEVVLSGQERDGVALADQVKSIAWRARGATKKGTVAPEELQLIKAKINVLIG
PrPC TRFRET – inhibitors of human cell surface prion protein PrPC. P04156. TR-FRET read-out. inhibition, % at 13.8 µM. actives 0.43% (n = 370,000). AID 720596; in the data active means inhibition above about 24%; further: 0% = median of the test wells and 100% = reference compound wells
BioA inh – blocks M. tuberculosis BioA enzyme activity. purified M. tuberculosis BioA enzyme, plate reader. inhibition, % at 9.99 µM. actives 0.096% (n = 360,000); in the data active means inhibition above about 40%; inconclusive means no clear call, values can overlap the other calls
FadD28 binding – inhibitors of Mycobacterium tuberculosis FadD28 bisubstrate binding; FadD28 bisubstrate probe binding, fluorescence polarization; inhibition, % at 12.5 µM; actives 0.22% (n = 360,000); in the data active means inhibition above about 8.5%, passing the limit was not always enough; inconclusive means no clear call, values can overlap the other calls
BoNT F protease – inhibitors of Botulinum neurotoxin F light chain protease; actives 0.22% (n = 360,000); inhibition, % at 10 µM; Multiplex microsphere protease cleavage assay, flow cytometry; in the data active means inhibition above about 35%, passing the limit was not always enough; inconclusive means no clear call, values can overlap the other calls; further: plate controls were buffer without enzyme for full effect and enzyme alone for no effect
GDH-TPI inh – GDH-TPI coupled enzyme inhibition counter-screen; GDH-TPI coupled enzyme counterscreen, NADH absorbance; inhibition, % at 4.8 µM; actives 1.2% (n = 360,000); in the data active means inhibition above about 30%;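 further: 0% = DMSO wells and 100% = wells lacking the enzyme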
Mtb UGM inh – blocks M. tuberculosis UGM enzyme; AID 504406; inhibition, % at 10 µM; actives 0.06% (n = 320,000); purified UGM, fluorescence polarization probe displacement; in the data active means inhibition above about 10%, passing the limit was not always enough; inconclusive means no clear call, values can overlap the other calls
Target sequence (P9WIQ1 whole entry, looked up): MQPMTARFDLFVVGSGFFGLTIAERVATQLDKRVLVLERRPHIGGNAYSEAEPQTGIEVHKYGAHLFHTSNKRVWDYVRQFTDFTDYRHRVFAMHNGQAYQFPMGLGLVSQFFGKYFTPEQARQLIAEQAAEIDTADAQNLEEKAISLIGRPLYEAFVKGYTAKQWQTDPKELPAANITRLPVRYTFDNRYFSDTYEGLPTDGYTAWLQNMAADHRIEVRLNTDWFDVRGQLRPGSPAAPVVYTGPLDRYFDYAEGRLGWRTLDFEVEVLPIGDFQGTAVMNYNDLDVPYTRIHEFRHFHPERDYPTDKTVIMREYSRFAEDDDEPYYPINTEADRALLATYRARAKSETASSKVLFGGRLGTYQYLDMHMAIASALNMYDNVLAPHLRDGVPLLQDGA
Mtb FBA inh – inhibits M. tuberculosis FBA enzyme; actives 2.3% (n = 360,000); P9WQA3; inhibition, % at 1 µM; purified M. tuberculosis FBA, fluorescence read-out; in the data active means inhibition above about 27%;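 further: 0% = vehicle and 100% = reference inhibitor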
Rv3671c protease – inhibitors of M. tuberculosis serine protease Rv3671c. P9WHR9. inhibition, % at 5.96 µM. actives 0.048% (n = 320,000); in the data active means inhibition above about 38%;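 further: extracellular domain of Rv3671c used as enzyme; 0% = enzyme with DMSO and 100% = no enzyme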
Target sequence (P9WHR9 whole entry, looked up, the tested form may be a part): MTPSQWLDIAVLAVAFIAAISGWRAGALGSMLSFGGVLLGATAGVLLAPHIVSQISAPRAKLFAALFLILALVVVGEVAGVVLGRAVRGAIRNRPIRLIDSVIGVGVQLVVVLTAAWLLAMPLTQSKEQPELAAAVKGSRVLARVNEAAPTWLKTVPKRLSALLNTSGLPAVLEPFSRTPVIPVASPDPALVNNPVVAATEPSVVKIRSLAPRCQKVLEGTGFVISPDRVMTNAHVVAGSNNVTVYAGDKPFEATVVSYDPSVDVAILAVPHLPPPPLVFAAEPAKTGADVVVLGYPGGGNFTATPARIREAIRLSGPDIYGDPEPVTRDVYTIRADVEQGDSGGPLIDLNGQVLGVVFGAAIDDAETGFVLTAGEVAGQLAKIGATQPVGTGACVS
* marks the source's active call; other numbers are inactive results; ? = inconclusive; . = not tested or not shown.

Second line of a record: MazEF act	PrPC TRFRET	BioA inh	FadD28 binding	BoNT F protease	GDH-TPI inh	Mtb UGM inh	Mtb FBA inh	Rv3671c protease
COc1cc(Br)cc(/C=N/N(CCO)C2=NS(=O)(=O)c3ccccc32)c1OC
  3.4	9.9	1.1	1.0	-1.7	29.0	2.7	-1.1	-16.0
COC(=O)C1CCCN1C(C(=O)NC1CCCCC1)c1ccc(Cl)cc1 (stereo unspecified)
  4.8	-1.2	-0.1	0.0	-0.6	-9.1	2.6	0.4	0.2
O=C(NNC(=O)C1CC=CCC1C(=O)O)c1cccs1 (stereo unspecified)
  2.4	3.4	.	-3.9	-6.7	-0.3	-1.1	0.4	2.6
CC1(C(=O)NS(=O)(=O)C2CC2)CCN(C(=O)C2(c3ccc(Cl)cc3)CCCC2)C1 (stereo unspecified)
  .	.	0.6	-4.3	-0.5	-2.6	.	-3.9	.
CC(C)n1c(Nn2cnnc2)nc2ccccc21
  -3.8	0.9	-1.4	-2.9	1.7	3.1	1.2	5.0	-0.2
Cc1cc(C(=O)N/N=C/c2cccc(OC(=O)c3ccco3)c2)n[nH]1
  0.8	2.1	3.1	-1.6	-2.8	8.4	0.4	-0.2	27.1
N#C/C(=N/Nc1ccccc1[N+](=O)[O-])C(N)=S
  7.9	-39.9	0.5	-0.5	.	9.2	0.6	-15.3	-16.2
Cc1ccc(C)c(N(C(=O)c2csnn2)C(C(=O)NC2CCCCC2)c2cccnc2)c1 (stereo unspecified)
  4.1	-2.9	-0.2	-2.9	-2.4	-7.0	1.8	1.6	-8.6
CCc1nc2c(OCc3ccc(F)c(F)c3)cccn2c1N(C)C(=O)c1cccs1
  .	9.8	1.8	-2.1	-1.5	2.6	.	0.3	.
CN(C)/C=C(\C(=O)c1ccc(F)cc1F)c1nnnn1-c1ccccc1
  -1.9	-4.9	.	-0.4	-4.3	8.1	0.4	-0.1	9.4
CCOC(=O)N1CCN(C(=O)CCS(=O)(=O)c2ccc3c(c2)CCN3C(=O)CC)CC1
  6.3	-0.6	-3.8	-0.3	1.4	-8.2	1.2	-2.6	4.1
CN(CCc1ccccc1)C(=O)c1ccc(NC(=O)Cc2ccc(NC(=O)C3CCN(C(=O)C4CC4)CC3)cc2)cc1
  -6.1	-0.7	-0.4	-2.2	-2.5	11.8	.	2.3	.
CCOC(=O)COn1c2c(c3c4no[n+]([O-])c4ccc31)CCCC2
  1.6	3.4	-0.2	-1.5	3.4	12.8	-1.5	-1.2	-9.9
Cc1cc(C)nc(SCc2cnc(C)nc2N)n1
  4.1	-0.6	-1.1	-0.1	-4.9	5.0	-0.2	1.8	4.4
COCCCNCC1C(Oc2ccc(Cl)cc2)C(=O)N1c1ccccc1C (stereo unspecified)
  -0.1	-2.4	-1.7	-1.5	-19.5	-2.6	4.1	-0.1	-15.0
COc1ccc(CNC(=O)CN2CCN(c3ccccc3O)CC2)cc1OC
  6.2	-4.5	1.6	.	-20.7	-1.4	-0.7	-2.0	3.2
CCOC(=O)c1nnn(-c2nonc2N)c1CN1CCc2ccccc2C1
  5.8	8.4	1.3	-0.6	4.2	12.8	-2.2	0.8	-5.4
COc1ccc(-c2cc(C(F)(F)F)nc(SCC(=O)N(C)Cc3cn(C)nc3C)n2)cc1OC
  10.8	-5.8	.	-0.5	-16.1	40.9*	0.2	13.2	-2.4
C/C(CC(=O)NCc1ccco1)=N\NC(=O)COc1ccc(Cl)cc1Cl
  8.4	-2.6	2.7	-3.3	-5.5	1.9	1.8	2.5	1.9
CC1CC(C)CN(C2CCN(Cc3cccnc3)CC2)C1 (stereo unspecified)
  -1.3	-1.4	0.2	0.5	-3.9	0.8	-1.3	8.8	-0.2

5 compounds from above, showing only MazEF act and Mtb FBA inh:
canonical_smiles | MazEF act | Mtb FBA inh
CC(C)n1c(Nn2cnnc2)nc2ccccc21 | -3.8 | 5.0
Cc1cc(C(=O)N/N=C/c2cccc(OC(=O)c3ccco3)c2)n[nH]1 | 0.8 | -0.2
N#C/C(=N/Nc1ccccc1[N+](=O)[O-])C(N)=S | 7.9 | -15.3
Cc1ccc(C)c(N(C(=O)c2csnn2)C(C(=O)NC2CCCCC2)c2cccnc2)c1 (stereo unspecified) | 4.1 | 1.6
CCc1nc2c(OCc3ccc(F)c(F)c3)cccn2c1N(C)C(=O)c1cccs1 | . | 0.3

(listing goes on)
Second line of a record: MazEF act	PrPC TRFRET	BioA inh	FadD28 binding	BoNT F protease	GDH-TPI inh	Mtb UGM inh	Mtb FBA inh	Rv3671c protease
COc1ccc(OC)c(CCNC(=O)CN2C(=O)CCSc3ccccc32)c1
  6.1	-6.4	-1.7	-2.8	3.8	2.0	0.2	3.4	-0.9
CCN1c2nc3c(C)cccn3c(=O)c2CC2(C(=O)N(C)C(=O)N(C)C2=O)C1C (stereo unspecified)
  0.5	-6.9	3.0	-2.2	3.5	15.9	-0.6	1.3	1.2
Nc1ncc2[nH]c(N)nc2n1
  6.0	-5.3	-0.1	-2.2	3.6	-9.7	.	18.9	.
CCN1C(=O)c2cccc3c(S(=O)(=O)NCCCN4CCOCC4)ccc1c23
  0.8	-24.3	1.8	-1.1	16.6	4.6	-0.7	4.7	-0.3
CC(=O)c1cccc(NC(=O)CSc2nnc(-c3ccncc3)o2)c1
  7.4	-1.2	-2.1	-0.3	1.6	8.6	1.1	5.6	-7.6
COc1ccc(NC(=O)c2cc(C3CCCCN3C(=O)c3cc(F)ccc3C)on2)c(C)c1 (stereo unspecified)
  .	7.3	0.0	-1.9	1.2	5.5	.	1.9	.
CCCCOc1ccc2c(c1)/C(=C(\C(Cl)=C(Cl)Cl)[N+](=O)[O-])N2
  -1.9	-9.1	-1.7	-3.5	-3.3	0.0	2.2	4.5	6.8
O=C(O)c1ccc(N2CC3CC(C2)c2cccc(=O)n2C3)c(NS(=O)(=O)c2cccc(C(F)(F)F)c2)c1 (stereo unspecified)
  -10.8	-0.3	.	?	0.5	0.9	-0.9	2.4	-3.5
O=C(N/N=C/c1ccccc1F)c1ccccc1OCc1ccccc1
  16.3	-13.3	.	-2.2	-25.3	3.7	0.3	0.0	-21.5
c1ccc(C2c3ccccc3-n3nncc3CN2CC2CCCCC2)cc1 (stereo unspecified)
  -0.4	6.3	-1.0	-1.7	-1.7	3.1	.	-1.7	.
CCC(NS(=O)(=O)c1ccc(C)cc1)C(=O)N1CCOCCOCCOCCOCC1 (stereo unspecified)
  7.5	-0.9	-0.1	0.7	14.3	-1.1	0.1	-4.6	-9.0
C=CCOC(=O)C1=C[C@@H](c2coc3ccccc3c2=O)C[C@@H](OCCCCO)O1
  -5.4	2.5	-1.6	1.1	1.1	2.8	-1.5	-0.5	-8.5
C=C[C@H]1C(C(=O)OCC)=CC[C@@H](c2ccccc2)N1S(=O)(=O)c1ccc(C)cc1
  .	14.1	-3.5	0.7	12.4	.	.	3.5	.
CCN1CCN(C(=O)C(=O)c2cn(CC(=O)N3CCCCCC3)c3ccccc23)CC1
  -8.1	5.6	-2.0	-1.5	4.9	0.7	2.8	4.3	-1.0
C=CCN1C(=O)C(CC(=O)NCC)SC1=Nc1ccccc1OC (stereo unspecified)
  7.6	-6.5	-0.7	-4.8	?	-18.8	-3.3	-1.2	6.1
O=C(c1ccco1)N1N=C(c2ccc(Cl)cc2)CC1(O)C(F)(F)F (stereo unspecified)
  1.8	-3.9	.	-7.2	2.8	0.0	4.2	-2.8	4.1
O=S1(=O)CC(N2CCN(CCO)CC2)CN1Cc1cn(Cc2ccccc2C(F)(F)F)nn1 (stereo unspecified)
  .	3.0	2.3	-2.2	6.0	.	.	3.1	.
O=c1c2c3c(sc2nc2n1CCC2)CCC3
  -3.0	3.7	1.2	-3.3	0.9	-7.5	-0.8	-1.6	7.5
O=C(CSc1ncnc2sccc12)Nc1ccccc1F
  2.4	16.8	.	-1.5	1.3	-1.2	-0.6	-0.8	-2.4
Cc1ccc(C(=O)CC2(O)C(=O)N(C)c3ccccc32)o1 (stereo unspecified)
  6.8	1.3	-1.0	-1.7	-2.1	11.3	5.3	-1.9	-1.4

Gathered by group, those above containing a nitro group on carbon
Second line of a record: MazEF act	PrPC TRFRET	BioA inh	FadD28 binding	BoNT F protease	GDH-TPI inh	Mtb UGM inh	Mtb FBA inh	Rv3671c protease
N#C/C(=N/Nc1ccccc1[N+](=O)[O-])C(N)=S
  7.9	-39.9	0.5	-0.5	.	9.2	0.6	-15.3	-16.2
CCCCOc1ccc2c(c1)/C(=C(\C(Cl)=C(Cl)Cl)[N+](=O)[O-])N2
  -1.9	-9.1	-1.7	-3.5	-3.3	0.0	2.2	4.5	6.8

The listing continues.
Second line of a record: MazEF act	PrPC TRFRET	BioA inh	FadD28 binding	BoNT F protease	GDH-TPI inh	Mtb UGM inh	Mtb FBA inh	Rv3671c protease
Clc1ccc(-n2nnc(-c3ncc[nH]3)n2)cc1Cl
  4.4	6.5	0.1	-5.1	4.5	2.2	-0.3	-0.2	-1.3
O=[N+]([O-])c1cccc(S(=O)(=O)Nc2ccc(Cc3ccncc3)cc2)c1
  -1.4	6.2	.	-1.5	.	-9.0	2.5	6.3	-5.4
COCCCn1c(SCC(=O)NC2CCCCC2)nc2ccccc2c1=O
  7.4	-0.4	-1.8	-0.3	2.0	0.0	-1.6	2.6	3.1
COc1ccc(CNC(=O)c2noc3c2CCCCC3)cc1
  -2.5	-0.1	.	-4.5	-1.5	-2.1	0.5	-1.7	6.8
CC(C)=C[C@H]1C[C@H](C)[C@H]2CC[C@H](C)c3c(O[C@@H]4OC[C@@H](O)[C@H](O)C4O)c(O)c(C)c1c32 (stereo partly specified)
  6.3	-3.6	-5.1	-1.4	0.8	4.9	-3.2	-1.6	-11.1
O=C(COC(=O)CNC(=O)c1ccc2c(c1)OCO2)Nc1ncc(Cl)cc1Cl
  10.0	4.1	.	-4.0	-6.6	6.1	-1.8	-1.7	5.2
Cc1c(C(=O)Nc2nnc(C3CC3)s2)oc2ccccc12
  7.9	-1.5	0.0	-1.8	.	6.0	-0.5	2.3	-10.3
COC(=O)C1=C(CN2CCSCC2)NC(=O)NC1c1cc(C)ccc1C (stereo unspecified)
  7.2	2.4	-0.4	-1.7	-4.8	-5.8	1.2	-0.9	-0.6
O=C(O)c1ccccc1SCCS(=O)(=O)c1ccc(Cl)cc1Cl
  0.9	.	-1.4	-1.5	2.5	-4.0	1.5	1.4	-4.3
COc1cc(/C=N/NC(N)=O)ccc1OCC(=O)N1C(C)CCCC1C (stereo unspecified)
  9.9	-5.9	.	-0.5	-1.3	-0.3	2.1	-1.9	9.1
N#Cc1cc(-c2ccccc2)cnc1Sc1ccc(Cl)cc1
  -6.1	9.3	-0.8	-0.4	-3.4	8.2	-2.8	2.8	-6.6
O=C(/C=C/c1ccccc1Cl)N1CCCN(C(=O)/C=C/c2ccccc2Cl)CC1
  0.9	-6.4	3.0	-1.9	-3.4	17.2	4.0	0.9	-9.8
Nc1ccc2c(c1)C(=O)c1ccc(N)cc1-2
  11.3	-12.8	0.5	-0.7	-20.4	19.7	.	-4.5	.
COc1cc(CNc2ccc(N3CCOCC3)cc2)cc(Br)c1OC
  3.3	-9.7	.	2.3	-6.7	6.8	-1.8	-4.5	-6.3
C=CCNC(=O)CN1C(=O)C2C3c4ccccc4C(c4ccccc43)C2C1=O (stereo unspecified)
  3.8	1.2	.	-3.5	2.7	-7.3	-1.4	-2.4	-2.2
O=C(CSc1nc(-c2ccccc2)c(-c2ccccc2)o1)N1CCOCC1
  -6.9	-0.8	4.1	-3.7	-9.9	12.1	.	2.0	-9.3
CCSc1nc2ccccc2c(=O)n1CCc1ccc(OC)c(OC)c1
  1.7	-5.4	-1.0	-9.7	-5.7	17.7	0.0	2.7	-9.8
CC(=O)Nc1cc(Cl)ccc1OS(=O)(=O)c1ccc(C)cc1
  9.4	2.5	10.4	-4.2	2.4	-1.5	3.6	2.3	-6.5
